# USP10 block = human USP10 deubiquitinase inhibition | Q14694 | purified USP10, Ub-rhodamine fluorescence, 60 min | inhibition, % at 20 µM | 1.1% of 47,000 active | AID 1645856
# Target sequence (Q14694 whole entry, looked up): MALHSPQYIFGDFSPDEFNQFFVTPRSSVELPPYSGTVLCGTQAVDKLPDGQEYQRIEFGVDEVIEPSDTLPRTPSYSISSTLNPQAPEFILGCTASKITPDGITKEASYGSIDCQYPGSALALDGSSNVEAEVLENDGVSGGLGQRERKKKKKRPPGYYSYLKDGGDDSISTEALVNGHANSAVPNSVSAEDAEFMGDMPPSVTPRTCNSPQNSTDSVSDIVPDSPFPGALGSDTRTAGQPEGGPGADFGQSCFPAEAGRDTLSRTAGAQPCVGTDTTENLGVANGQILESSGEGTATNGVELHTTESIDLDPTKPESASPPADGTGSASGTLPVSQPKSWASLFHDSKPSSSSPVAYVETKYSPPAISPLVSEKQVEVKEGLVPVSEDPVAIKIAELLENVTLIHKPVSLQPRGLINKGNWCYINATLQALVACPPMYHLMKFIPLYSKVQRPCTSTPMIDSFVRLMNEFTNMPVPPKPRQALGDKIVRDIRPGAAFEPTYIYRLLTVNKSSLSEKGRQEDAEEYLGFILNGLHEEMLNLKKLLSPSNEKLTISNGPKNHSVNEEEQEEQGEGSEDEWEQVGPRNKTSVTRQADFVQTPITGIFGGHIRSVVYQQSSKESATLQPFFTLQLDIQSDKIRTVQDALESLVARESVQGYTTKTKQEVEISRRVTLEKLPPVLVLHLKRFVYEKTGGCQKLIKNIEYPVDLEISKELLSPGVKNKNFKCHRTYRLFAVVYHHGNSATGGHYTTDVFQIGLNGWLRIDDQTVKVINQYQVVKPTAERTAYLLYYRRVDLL
# USP8 inh = inhibitors of human USP8 deubiquitinase. 4.2% of 47,000 active. inhibition, % at 20 µM. purified USP8, Ub-rhodamine cleavage fluorescence, 30 min. AID 1645853
# USP28 inh = human USP28 deubiquitinase inhibition | Q96RU2 | purified USP28, Ub-rhodamine cleavage fluorescence, 30 min | inhibition, % at 25 µM | 3% of 47,000 active
# OTUD3 block = human OTUD3 deubiquitinase inhibition; purified OTUD3, Ub-rhodamine fluorescence, 2 h; AID 1645858; 0.7% of 47,000 active; Q5T2D3; inhibition, % at 25 µM
# UCHL1 block = human UCHL1 deubiquitinase inhibition; 0.2% of 47,000 active; purified UCHL1, Ub-rhodamine cleavage fluorescence; inhibition, % at 20 µM
# Target sequence (P09936 whole entry, looked up): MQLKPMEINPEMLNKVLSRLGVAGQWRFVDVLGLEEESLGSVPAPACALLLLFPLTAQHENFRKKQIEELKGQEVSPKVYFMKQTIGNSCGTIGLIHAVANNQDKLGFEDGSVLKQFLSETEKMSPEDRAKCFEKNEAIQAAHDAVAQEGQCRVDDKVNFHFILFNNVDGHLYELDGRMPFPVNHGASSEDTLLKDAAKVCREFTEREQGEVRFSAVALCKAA
# USP30 block = human USP30 deubiquitinase inhibition. Q70CQ3. 5.3% of 47,000 active. inhibition, % at 25 µM. purified USP30, Ub-rhodamine cleavage fluorescence
# USP17 block = human USP17-like deubiquitinase inhibition | 6.5% of 47,000 active | AID 1645855 | A8MUK1 | purified USP17, Ub-rhodamine cleavage fluorescence, 3 h | inhibition, % at 50 µM
# USP7 inh = blocks human USP7 ubiquitin-rhodamine cleavage; purified USP7, Ub-rhodamine cleavage fluorescence; inhibition, % at 20 µM; 0.3% of 47,000 active
# * marks the source's active call; other numbers are inactive results; i = inactive; / = no result given. Rule as the data show it: active = inhibition above about 30%; inactive = the rest.
# The line under a structure holds: USP10 block, USP8 inh, USP28 inh, OTUD3 block, UCHL1 block, USP30 block, USP17 block, USP7 inh
- Cc1cc2oc(=O)cc(COC(=O)c3ccc4[nH]c(C)c(C)c4c3)c2cc1Cl
 : 6.2, 22.9, -2.0, -6.7, -1.2, -97.8, 45.9*, -8.2
- COc1ccc2ncc3c(-c4ccc(C)cc4)nn(-c4ccc(F)cc4)c3c2c1
 : 1.6, 0.3, -13.9, -6.5, -0.1, -11.6, 57.3*, 1.0
- N#Cc1ccc(C(=O)Nc2cc(C(F)(F)F)ccc2-n2cncn2)cc1
 : -6.0, -162.4, -0.6, 9.5, 0.2, -11.7, -25.5, -1.3
- O=C(c1cccn1Cc1noc(-c2ccc(Cl)cc2)n1)N1CCOCC1
 : -0.1, 9.7, 3.3, 3.1, 2.8, 7.7, 1.6, -10.3
- Cn1ncc2c(NCc3ccccc3)nc(NCCO)nc21
 : 2.0, -1.1, -8.2, 0.1, 0.3, 0.1, -7.5, 0.5
- O=C(Nc1ccccc1)Nc1cnc(N2CCCC2)nc1
 : -0.7, -0.1, /, -5.2, -0.9, /, -19.3, -18.3
- Cc1ccc(C)c(S(=O)(=O)NCCc2c[nH]c3ncccc23)c1
 : -6.0, -13.5, -30.1, -28.0, -5.4, -73.5, -26.0, -3.1
- Cc1nnc(-c2cc(S(=O)(=O)NCc3ccccc3Cl)c[nH]2)o1
 : 3.8, 6.0, 4.7, 2.1, -1.3, -5.8, -10.4, -0.1
- CCOc1cccc(CNCc2ccncc2)c1OCc1ccccc1F
 : -5.2, -19.5, -44.9, -26.9, -11.4, -261.9, -30.0, -16.9
- Cc1cccc(NC(=O)CSc2ncnc3c2sc2nc(-c4ccccc4)c4c(c23)CCC4)c1
 : -3.3, -48.5, -61.3, -56.3, -11.3, -298.5, -59.8, -7.2
- COc1ccc(CNc2ccc(N3CCOCC3)c(C(=O)O)c2)cc1
 : -2.4, -61.4, -2.4, -3.0, -1.2, -47.9, -44.1, -0.1
- Cc1nc2ncc3c(=O)n(CCN4CCOCC4)ccc3n2n1
 : 0.6, -77.0, 0.2, 1.3, 0.9, -2.7, -38.2, 0.4
- CC(C)C(=O)N1CCN(C(=O)Nc2ccccc2)CC2(CC(=O)N(C)C2)C1 (stereo unspecified)
 : -2.3, -13.4, -9.1, -6.4, -5.2, 4.0, -17.1, 0.1
- COc1ccccc1C1Cn2ccnc2CN1C(=O)c1c(C)noc1C (stereo unspecified)
 : 0.7, -11.1, -4.2, -8.2, -0.2, -9.9, -6.8, 0.2
- CC1[C@@H]2[C@@H](C(=O)N3CCOCC3)C[C@H](CN1S(=O)(=O)c1ccc(Cl)cc1)N2C (stereo partly specified)
 : 0.0, 10.0, 2.1, 1.2, 1.8, 8.0, 4.4, 4.2
- CCCNC(=O)c1nc2c(o1)CN(C(=O)c1cccnc1)C2
 : -3.4, -99.7, -29.1, -17.9, -5.6, -79.0, -38.8, -6.0
- O=C(NCc1ccc2c(c1)OCO2)c1cc2c(s1)CS(=O)(=O)C2
 : -5.6, 47.6*, 13.5, 17.6, 0.0, 34.4*, /, 1.8
- COc1ccc2nc(SCc3ccc(C(=O)O)cc3)[nH]c2c1
 : -0.1, 6.2, 3.3, 6.9, -0.1, 9.4, 1.5, 4.1
- Cc1cc(NCC(=O)NCc2ccc(F)cc2)n2nc(-c3cccnc3)nc2n1
 : -1.5, -25.9, -8.0, -4.0, -1.1, -1.4, -1.2, -0.7
- Nc1ccc(Cn2cnc(-c3nc(-c4ccc(F)cc4)no3)c2)cc1
 : 0.5, 8.4, 12.8, 6.6, 4.2, -0.2, 2.4, 3.4
- N#Cc1ccccc1Cn1cc(-c2nc(-c3cnccn3)no2)ccc1=O
 : -0.1, 2.6, -9.0, -2.5, -1.7, 1.0, -1.8, 1.6
- COc1ccc2nc(Nc3ncc4c(n3)CCCC4=O)nc(C)c2c1
 : -0.8, 12.7, 12.5, 8.4, -1.9, 51.6*, 37.7*, 0.5
- Cn1c(CNC(=O)c2ccc(=O)[nH]c2)nc2ccccc21
 : 0.1, -10.1, -1.6, -6.8, -0.8, -10.7, -0.4, 3.7
- COc1ccccc1NC(=O)C1CN(c2nc3ccccc3s2)C1
 : 0.9, -3.3, /, -1.0, 0.8, /, 38.4*, -7.6
- COc1cccc(-c2cc(C(=O)N3CCN(c4ccc(N5CCOCC5)nn4)CC3)[nH]n2)c1
 : -0.1, -8.4, 69.8*, 1.1, 1.2, -0.5, 33.1*, 1.8
- CC(=O)N1c2ccc(S(=O)(=O)N(C)CC(=O)N(C)Cc3ccccc3)cc2CC1C (stereo unspecified)
 : 1.0, -10.8, -10.9, -2.2, -1.1, -6.4, -6.6, -3.6
- COc1ccc(-c2cc(-c3nnc(COC(=O)CC4CCCC4)o3)c3ccccc3n2)cc1OC
 : -3.4, 64.2*, -4.1, -3.9, 3.7, -48.4, 2.7, 8.5
- CC(C)(C)c1ccc(CCC(=O)Nc2ccc3c(c2)OCCO3)cc1
 : 5.2, -1.4, -3.3, -3.8, -0.1, 15.8, 25.9, -5.2
- O=C(C1CCCN(S(=O)(=O)N2CCCCC2)C1)N1CCN(c2ncccn2)CC1 (stereo unspecified)
 : -3.7, -5.9, -9.6, -1.4, -1.2, -29.8, -17.7, 0.1
- O=C(CCc1ccccc1)N1CCN(c2cc(-c3cccnc3)[nH]n2)CC1
 : 2.1, 6.0, 14.3, 13.3, 1.6, 30.0*, 15.9, 2.0
- CCOC(=O)C(C)Sc1nnc(CNC(=O)C23CC4CC(CC(C4)C2)C3)n1-c1ccc(OC)cc1 (stereo unspecified)
 : 1.3, -0.3, -5.9, 1.4, -4.2, 1.4, -1.1, -1.0
- Cc1noc(C)c1CN1CCC2(CC1)CCn1c(-c3ccnn3C)cnc12
 : 2.3, -47.8, 7.7, 11.0, 2.0, 12.3, -0.3, 3.7
- CCc1cc(=O)n(CC(=O)Nc2cccc(F)c2)c(N2CCOCC2)n1
 : -0.7, 10.9, 1.9, 6.3, 0.8, 16.5, 9.2, -1.0
- O=C(Cn1cnc2sc3c(c2c1=O)CCC3)N1CCc2ccccc21
 : -0.1, 48.2*, -36.5, -52.8, 0.0, -30.0, 16.2, -0.5
- O=C1COC2(CCN(C(=O)C3(c4cccc(F)c4)CCOCC3)C2)CN1c1ccc(F)cc1 (stereo unspecified)
 : 0.7, 1.8, 0.0, -6.1, -1.1, 6.4, -3.1, -2.2
- CCc1ccc(NC(=O)Cc2nnc3ccc(-c4nc(C)no4)cn23)cc1
 : -2.4, -0.3, -10.5, -10.0, -0.4, -32.0, -1.0, 0.7
- Cc1cccc(OCc2cc(-c3ccccc3)no2)c1C
 : 7.7, 25.0, 48.4*, 13.4, 5.5, 16.1, 18.3, 6.2
- Cn1cc(-c2cnc(Nc3ccccc3)nc2)cc1C(=O)NCCc1ccccn1
 : -4.0, -41.8, -30.7, -37.2, -0.2, -104.7, -23.5, -0.4
- Cc1cccc(CNC(=O)CC2c3ncccc3C(=O)N2c2ccccc2)c1 (stereo unspecified)
 : -7.4, 10.9, -4.0, 2.8, -3.1, -24.7, -15.5, -2.1
- CCC(=O)Nc1cccnc1-c1ccc(C(=O)NCc2ccc(F)cc2)cc1
 : 0.9, -9.5, -4.5, -3.3, -3.8, -9.9, -8.9, 0.0
- CN(Cc1ccccc1)C(=O)CN(C)C(c1ccccc1)c1ccccc1
 : 8.0, -30.3, 9.5, 23.2, 5.9, 17.0, 10.0, -0.4
- COc1ccccc1NC(=O)C1=C(C)Nc2nnnn2C1c1cccnc1 (stereo unspecified)
 : 2.5, 10.5, 12.0, 6.6, 5.3, 20.0, 5.9, 3.8
- CC(C)CNC(=O)C1Cn2ccnc2C2(CCN(C(=O)C3CC3)CC2)O1 (stereo unspecified)
 : -1.8, -73.1, -19.5, -8.9, -3.6, -6.2, -25.4, -2.2
- CCc1cc2cc3c(cc2nc1SCC(=O)N1CC(=O)Nc2ccccc21)OCO3
 : -4.7, 9.4, 7.7, 14.8, 1.7, -18.4, 35.2*, -54.3
- Cc1ccc2[nH]c3c(=O)n(CCCN4CCOCC4)cnc3c2c1
 : 5.5, 15.8, 10.0, 3.6, 1.6, 15.6, 2.3, 3.0

# Sorted by value in USP8 inh (falling): five of the compounds above
# The line under a structure holds: USP10 block, USP8 inh, USP28 inh, OTUD3 block, UCHL1 block, USP30 block, USP17 block, USP7 inh
- Cc1cccc(CNC(=O)CC2c3ncccc3C(=O)N2c2ccccc2)c1 (stereo unspecified)
 : -7.4, 10.9, -4.0, 2.8, -3.1, -24.7, -15.5, -2.1
- COc1ccccc1NC(=O)C1=C(C)Nc2nnnn2C1c1cccnc1 (stereo unspecified)
 : 2.5, 10.5, 12.0, 6.6, 5.3, 20.0, 5.9, 3.8
- CCOC(=O)C(C)Sc1nnc(CNC(=O)C23CC4CC(CC(C4)C2)C3)n1-c1ccc(OC)cc1 (stereo unspecified)
 : 1.3, -0.3, -5.9, 1.4, -4.2, 1.4, -1.1, -1.0
- Cc1noc(C)c1CN1CCC2(CC1)CCn1c(-c3ccnn3C)cnc12
 : 2.3, -47.8, 7.7, 11.0, 2.0, 12.3, -0.3, 3.7
- CC(C)CNC(=O)C1Cn2ccnc2C2(CCN(C(=O)C3CC3)CC2)O1 (stereo unspecified)
 : -1.8, -73.1, -19.5, -8.9, -3.6, -6.2, -25.4, -2.2

# Continued:
# The line under a structure holds: USP10 block, USP8 inh, USP28 inh, OTUD3 block, UCHL1 block, USP30 block, USP17 block, USP7 inh
- Cc1cc(C2CCCCN2C(=O)c2ccnn2C)nc2ccnn12 (stereo unspecified)
 : 0.0, 0.6, /, 1.7, 0.8, /, 0.0, 0.4
- COc1ccc(-c2nc(C(N)=O)c3[nH]c(=O)n(-c4ccc(OC)c(OC)c4)c3n2)cc1
 : -1.7, 8.3, -8.9, -1.4, -1.4, -12.6, -10.3, 5.6
- Cc1ccccc1CNC(=O)c1sc2ncnc(N3CCCC3)c2c1C
 : 0.6, 9.7, 14.3, 10.1, 1.2, 22.2, -0.4, 0.0
- Cn1ncc2c(N3CCC(C4CCCCCN4C(=O)C4CC4)CC3)ncnc21 (stereo unspecified)
 : -1.1, -94.3, -3.6, -1.1, -0.2, -9.4, -11.7, 0.3
- CN(C(=O)Cn1c(=O)n(CCC(=O)NCc2ccc3c(c2)OCO3)c(=O)c2ccccc21)C1CCCCC1
 : -0.6, 15.7, 11.6, 12.3, 0.0, 30.3*, 0.0, -13.5
- Cc1cc(C2CN(C(=O)c3cccc4c3OCCO4)CCO2)nc(C)n1 (stereo unspecified)
 : -1.8, -8.0, -20.8, -4.6, -2.9, -3.5, -8.8, 0.0
- Cc1n[nH]c(C)c1C(=O)N1CCN(C2CCN(Cc3ccc(Cl)o3)CC2)C(=O)C1
 : -6.3, -274.5, -251.2, -188.6, -157.7, i, -173.5, -149.9
- COc1ccc(C2c3[nH]c4ccccc4c3C[C@@H]3C(=O)N(CCCO)CC(=O)N23)cc1OC (stereo partly specified)
 : -3.7, 0.7, -11.9, 4.0, 0.8, -34.3, -4.3, 3.0
- COc1ccc(-c2cc(C(=O)NCc3ccccn3)c3ccccc3n2)cc1OC
 : -3.9, -27.1, -22.6, -10.6, -2.1, -34.6, -32.3, -2.5
- CCc1cccc(NC(=O)N2CCC3(C2)Nc2cccnc2NC3=NC(C)(C)C)c1 (stereo unspecified)
 : -4.6, -23.7, -50.5, -59.3, 0.0, -251.3, -42.2, 0.1
- CCOc1ccc2nc(C(=O)N3CCC4(CC3)OCCO4)cn2n1
 : 1.3, 20.4, 7.1, 26.5, -0.7, 2.8, 16.9, 2.7
- O[C@H]1[C@H](NCc2ccccc2)[C@@H](c2ccncc2)C[C@H]1O
 : -1.7, -31.4, -5.9, -3.1, -4.9, -37.1, -31.2, -7.4
- Cn1c(=O)c2c(-c3ccc(C(C)(C)C)cc3)n(C3CCCCC3)cc2n(C)c1=O
 : 3.0, -0.1, 10.9, 13.6, 2.3, 18.2, 15.6, 8.2
- COc1ccccc1CC(=O)Nc1cc(S(=O)(=O)N2CCOCC2)ccc1N1CCOCC1
 : -3.1, -27.6, -0.1, -0.2, 3.3, 10.0, -0.1, -0.2
- COc1ccc(Cc2nnc3sc(-c4cnccn4)nn23)cc1OC
 : -4.2, -29.3, -13.6, -8.7, -2.3, -46.5, -31.6, -2.5
- CCOc1ccc2nc(N3C(=O)c4oc5ccccc5c(=O)c4C3c3ccco3)sc2c1 (stereo unspecified)
 : -0.2, 6.1, -7.2, -3.6, -0.1, -76.1, -4.9, -21.8
- CCc1onc(C)c1C1CCCN1S(=O)(=O)c1ccccc1F (stereo unspecified)
 : 2.2, 11.0, 5.5, 1.2, 4.2, 11.4, 8.5, 5.4
- CC1Cc2nc3ccccc3n2CCN1Cc1ccc(OCCO)cc1 (stereo unspecified)
 : -0.8, 23.6, 12.3, 17.2, -0.1, 15.0, 18.3, 1.3
- CNC(=O)c1cnc2n1CC(c1cccc(C(F)(F)F)c1)CC2 (stereo unspecified)
 : 0.0, -66.4, 7.6, 10.2, 0.5, 15.0, -9.7, -2.5
- CCCCc1ccc(N2C=NS(=O)(=O)c3cccnc32)cc1
 : 5.0, 0.0, 1.8, 0.2, 0.8, 2.9, 6.1, -54.8
- CCCCC(=O)Oc1cn(CCCN2CCCC2=O)c2nc(CCCC)n3c4ccccc4nc3c12
 : -1.4, -78.7, -187.2, -151.7, -22.4, i, -145.9, -21.2

# High-throughput results (PubChem BioAssay)
